# MEKK3 PB1 HTS: modulators of MEKK3-MEK5 PB1 binding, primary screen, biochemical, wildtype MEKK3, multiplex bead flow cytometry, Alexa488-MEK5 | bead-based flow cytometry, Alexa488-MEK5 binding to MEKK3; actives lie on both sides; 0 = blocked by unlabeled MEK5, 100 = vehicle | binding response (% of control), % at 10 µM | hit rate 1.4% among 290,000 | Mitogen-activated protein kinase kinase kinase 3 (Homo sapiens), Q99759;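 active = binding response more than 3 SD above or below the average of its plate-row segment, actives on both sides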;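 also: Alexa488 bead fluorescence after subtracting the streptavidin-only scavenger bead signal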
# OXTR agonist: human OXTR agonists, primary screen, fluorescence, CHO-OTR cells, Fluo-8 calcium; Fluo-8 calcium fluorescence; normalized: DMSO 0%, oxytocin 100%; Oxytocin receptor (Homo sapiens), P30559; activation, % at 3 µM; hit rate 0.32% among 320,000;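 active = activation above the mean of all tested compounds plus 3 SD, cutoff set per screening run, cut at about 20% in these data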;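 also: peak over basal fluorescence ratio from a 100 s FLIPR kinetic read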
# Target sequence (P30559 whole entry, looked up): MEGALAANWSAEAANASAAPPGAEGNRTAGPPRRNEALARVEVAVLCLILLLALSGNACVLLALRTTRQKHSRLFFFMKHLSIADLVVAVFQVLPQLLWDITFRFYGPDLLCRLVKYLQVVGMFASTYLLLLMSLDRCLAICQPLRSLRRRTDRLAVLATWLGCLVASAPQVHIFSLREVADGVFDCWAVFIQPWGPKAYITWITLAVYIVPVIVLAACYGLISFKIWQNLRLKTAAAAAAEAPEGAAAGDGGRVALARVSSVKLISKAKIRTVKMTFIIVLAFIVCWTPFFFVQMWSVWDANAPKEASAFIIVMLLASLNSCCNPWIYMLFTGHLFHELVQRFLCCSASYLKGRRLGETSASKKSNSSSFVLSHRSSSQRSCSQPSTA
# M18AAP inhibitor: PfM18AAP inhibitors, malaria aminopeptidase, primary screen, biochemical, QFRET, recombinant enzyme | hit rate 1.2% among 290,000 | AID 1822, 2009 | H-Glu-NHMec fluorogenic cleavage | inhibition, % at 7.35 µM;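 active = inhibition above the campaign mean inhibition over all tested compounds plus 3 SD, cut at about 28% in these data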;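 also: 0% = plate median of test compound wells and 100% = 2 mM ZnCl2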
# MEKK2mut PB1 HTS: MEK5 binding signal on mutant MEKK2 PB1, primary screen, biochemical, multiplex bead flow cytometry, Alexa488-MEK5 | percent response, % at 10 µM | hit rate 0.35% among 290,000 | Alexa488-MEK5 binding to MEKK2 mutant; in the data active = percent response above about 24%, passing the limit was not always enough; also: inactives centre near 1; some results filed as inactive read as strong as hits; reference of the scale not given here
# GPR7 antag: GPR7 receptor antagonists, primary screen, cell-based, fluorescence, single concentration. hit rate 1.1% among 290,000. Neuropeptides B/W receptor type 1 (Homo sapiens), P48145. GPR7-expressing cells, fluorescence antagonist assay. inhibition, % at 4.4 µM. AID 1861, 2009; in the data active = inhibition above about 16%, passing the limit was not always enough;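 also: cells stimulated with the agonist NPW; 0% = agonist with vehicle and 100% = vehicle without agonist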
# Target sequence (P48145 whole entry, looked up): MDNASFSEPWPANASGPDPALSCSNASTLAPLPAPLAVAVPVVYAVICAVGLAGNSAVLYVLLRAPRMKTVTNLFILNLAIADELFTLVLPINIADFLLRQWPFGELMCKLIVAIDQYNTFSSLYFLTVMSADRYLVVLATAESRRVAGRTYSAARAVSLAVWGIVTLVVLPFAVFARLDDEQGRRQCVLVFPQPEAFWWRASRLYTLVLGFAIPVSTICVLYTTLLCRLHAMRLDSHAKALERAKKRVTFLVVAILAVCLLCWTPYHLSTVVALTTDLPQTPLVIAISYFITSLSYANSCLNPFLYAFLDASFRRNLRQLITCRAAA
# PHOSPHO1 inh: PubChem AID 1565 | inhibition, % at 13.3 µM | hit rate 1.1% among 290,000 | recombinant PHOSPHO1, absorbance phosphatase assay; in the data active = inhibition above about 60%
# Target sequence (Q8TCT1 whole entry, looked up): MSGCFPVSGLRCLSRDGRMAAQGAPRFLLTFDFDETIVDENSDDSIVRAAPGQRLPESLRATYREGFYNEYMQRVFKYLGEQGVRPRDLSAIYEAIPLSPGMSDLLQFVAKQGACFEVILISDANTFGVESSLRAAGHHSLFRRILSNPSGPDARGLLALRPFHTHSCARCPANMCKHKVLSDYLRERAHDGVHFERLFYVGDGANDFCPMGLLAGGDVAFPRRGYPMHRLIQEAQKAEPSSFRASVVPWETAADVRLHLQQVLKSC
# DNA FID counter: compounds displacing fluorescent DNA intercalator, primary screen, artefact control for HCV NS3 helicase inhibitor project, biochemical, FID fluorescence; DNA fluorescent intercalator displacement; inhibition, % at 7.9 µM; hit rate 0.17% among 290,000; AID 1845, 2009; in the data active = inhibition above about 37%;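 also: 0% = vehicle and 100% = reference compound; higher means more ethidium bromide displaced from hairpin DNA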
# NALP1 inh: NALP1 inflammasome inhibitors in reconstituted yeast, colorimetric, S. cerevisiae, triplicate retest; inhibition, % at 10 µM; S. cerevisiae NALP1/ASC/caspase-1 growth, X-gal OD620, 72 h; hit rate 0.61% among 280,000; in the data active = inhibition mostly above about 24%, no sharp cut-off; inactive = mostly below about 32%; also: some compounds called inactive have numbers as strong as hits
# MEKK2 WT-MEK5: modulators of MEK5 binding to wildtype MEKK2, primary screen, biochemical, multiplex bead flow cytometry, Alexa488-MEK5. binding response (% of control), % at 10 µM. AID 1531, 2009. Mitogen-activated protein kinase kinase kinase 2 (Homo sapiens), Q9Y2U5. Alexa488-MEK5 binding to MEKK2 WT; actives lie on both sides. hit rate 1.1% among 290,000; in the data active = binding response below about 67% or above about 130%
# * marks the source's active call; other numbers are inactive results; / = no result given.
# Each structure is followed by: M18AAP inhibitor	MEKK2mut PB1 HTS	DNA FID counter	PHOSPHO1 inh	MEKK3 PB1 HTS	NALP1 inh	MEKK2 WT-MEK5	OXTR agonist	GPR7 antag
Cc1nc(NC(=O)c2ccccc2)sc1-c1csc(Nc2cccc(F)c2)n1
 : 0	3	6	-105	103	-1	100	2.3	-14
COc1ccc2c(c1)CCCN2C(N)=Nc1ccc(Cl)cc1
 : -2	8	6	0	120	8	116	7.2	26
CC(C)(C)c1ccc(C(=O)NCC(=O)N2CCC3(CC2)NCCc2[nH]cnc23)cc1
 : -2	0	14	27	102	14	102	0.8	-2
Cc1ccc(S(=O)(=O)N(C)c2ccc(C(=O)Nc3cccc(C)n3)cc2)cc1
 : 1	7	-31	48	102	6	110	-1.2	-19
COc1ccc(CCN2C(=O)CCC2(C)C(=O)NCc2cccnc2)cc1OC (configuration not stated)
 : 11	4	-5	3	97	4	98	-0.1	-9
CCOC(=O)n1c(=O)n(C)c2ccc(Cl)cc21
 : -2	-1	-6	40	100	4	100	-0.3	-11
Cc1ncoc1C(=O)Nc1ncc([N+](=O)[O-])s1
 : 20	1	4	15	100	0	100	2.0	-14
CC(C)c1ccc(/C=N/NC(=O)CN(c2cccc(Cl)c2Cl)S(C)(=O)=O)cc1
 : 2	15	-6	34	119	18	116	1.9	-5
CCc1ccc2[nH]c(=O)c(CN(CCN(CC)CC)C(=O)NC3CCCCC3)cc2c1
 : /	16	/	4	103	0	104	-0.4	/
O=C(O/N=C1/CCCc2occc21)c1ccc(F)cc1
 : 0	-3	-7	-26	106	6	105	-0.5	2
O=C(/C=C/c1cccs1)c1cc(F)ccc1OC(=O)N1CCOCC1
 : 3	1	-9	/	100	/	98	-2.3	5
CC(C)(SC(=S)N1CCCCCC1)C(=O)O
 : 2	-13	15	12	93	9	83	-0.3	-9
O=C(Nc1ccccc1)c1ccccc1OCc1ccc(S(=O)(=O)N2CCOCC2)cc1
 : -6	0	-3	8	102	8	100	0.6	-3
Cc1ccccc1NC(=O)C1CCC(C)(C(=O)O)C1(C)C (configuration not stated)
 : -3	4	-3	-16	108	9	103	1.0	-2
Nc1ncnc(N)c1N=Nc1ccccc1
 : -4	2	0	29	93	-17	102	/	-8

# Single records, from the list above.
# Record of `O=C(O/N=C1/CCCc2occc21)c1ccc(F)cc1` : M18AAP inhibitor: 0; MEKK2mut PB1 HTS: -3; DNA FID counter: -7; PHOSPHO1 inh: -26; MEKK3 PB1 HTS: 106; NALP1 inh: 6; MEKK2 WT-MEK5: 105; OXTR agonist: -0.5; GPR7 antag: 2
# Record of `COc1ccc2c(c1)CCCN2C(N)=Nc1ccc(Cl)cc1` : M18AAP inhibitor: -2; MEKK2mut PB1 HTS: 8; DNA FID counter: 6; PHOSPHO1 inh: 0; MEKK3 PB1 HTS: 120; NALP1 inh: 8; MEKK2 WT-MEK5: 116; OXTR agonist: 7.2; GPR7 antag: 26

# The list goes on.
# Each structure is followed by: M18AAP inhibitor	MEKK2mut PB1 HTS	DNA FID counter	PHOSPHO1 inh	MEKK3 PB1 HTS	NALP1 inh	MEKK2 WT-MEK5	OXTR agonist	GPR7 antag
CC(=C/c1ccccc1)/C=N/NC(=O)c1cnccn1
 : 2	2	-5	12	98	6	103	1.8	-5
COc1cc2c(c(OC)c1OC)-c1ccc(OC)c(=O)cc1[C@@H](NC(C)=O)CC2
 : -3	4	-10	36	100	28	111	-1.2	22
O=C(COC(=O)c1ccc(-c2cnc3ccccc3n2)cc1)c1ccccc1
 : -3	-1	-10	13	123	31	99	-2.0	-5
Brc1ccc2[nH]ncc2c1
 : 1	0	1	-10	102	8	95	-0.2	-5
Cc1cc(NC(=O)CSc2nnc3c(C)cc4cc(C)c(C)cc4n23)no1
 : -6	-6	2	0	86	5	94	0.8	7
COc1ccc(CCNC(=O)c2cc(-c3ccccc3)c(N3CCOCC3)s2)c(OC)c1OC
 : 0	2	-41	2	100	8	100	-3.4	-8
COc1ccccc1NC(=S)NCc1ccc(Cl)cc1
 : -15	3	-9	/	103	-24	104	-0.6	-5
O=C(CSc1cn[nH]n1)Nc1ccccc1C(=O)O
 : 19	0	-2	-103	101	-28	102	-0.3	2
O=C(Nc1cc(Cl)cc(Cl)c1)C(NCC1CCCO1)c1ccccc1 (configuration not stated)
 : -1	11	-4	6	107	39	120	-1.4	-3
NC(=O)C1=C[C@@H](C2CCCCC2)C[C@@H](OCc2ccc(CO)cc2)O1
 : /	2	/	/	101	/	104	4.6	/
O=C(CSc1nnc(CCc2nc3ccccc3[nH]2)n1-c1ccccc1)NCc1ccco1
 : 9	-6	-23	-16	82	-8	81	-0.8	-4
COC(=O)c1ccc(OCCCCN(C)Cc2ccccc2)cc1
 : -4	2	10	14	102	20	106	0.1	-9
C#CCOCCOCCOCCNc1nc(N2CCN(C(=O)Cn3cc(CC(C)O)nn3)CC2)nc(N2CCN(C(=O)[C@H]([C@@H](C)CC)n3cc(CCCN=C(N)N)nn3)CC2)n1 (some centres not stated)
 : -7	3	5	-4	98	7	93	0.4	-1
COc1ccc(NC(=O)COC(=O)C2CCC2)cc1Cl
 : -16	8	-5	33	103	16	112	1.4	-12
CC1CCN(C(=O)c2cc(-c3ccc4c(c3)OCO4)on2)CC1
 : -8	6	-31	16	101	13	99	-1.4	8
Cc1ccc(NC(=O)CC2(CC(=O)O)CCCC2)c(C)c1
 : -8	-1	-4	29	97	-1	100	0.1	-8
COc1cc(Nc2nc3ccc(Cl)cc3n3cnnc23)cc(OC)c1OC
 : -5	3	-10	24	102	9	101	0.6	-5
COc1ccc(C(C(=O)Nc2ccc(C(C)C)cc2)N(Cc2ccco2)C(=O)CC2NC(=O)NC2=O)cc1 (configuration not stated)
 : -17	-2	-32	0	103	10	95	0.6	-8
Cc1ccc(S(=O)(=O)N2CCN(Cc3cc(C(C)(C)C)ccc3O)CC2)cc1
 : 2	1	-10	40	100	0	99	-1.6	-3
OC(CNCc1ccc(-c2ccccc2)cc1)c1ccccc1 (configuration not stated)
 : -2	5	14	38	106	16	131	18	8
COc1ccc(OC)c(CCNC(=O)Cn2cccc2C(=O)c2ccccc2)c1
 : 6	6	-42	60	100	4	101	-2.4	-1
Cc1cccc(N2CCN(C(=O)C34CC5CC(CC(C5)C3)C4)CC2)c1C
 : 0	9	0	-27	107	-14	108	-2.0	-4
Cc1nnc(SCC(=O)Nc2ccc(N3CCN(S(C)(=O)=O)CC3)cc2)o1
 : -1	-3	-6	51	102	-3	98	0.6	-4
C/C(=N/NC(=O)c1ccoc1C)C12CC3CC(CC(C3)C1)C2
 : -5	2	-5	-7	100	5	98	-0.8	7
CC1CCN(S(=O)(=O)c2cccc(C(=O)O)c2)CC1
 : 2	-5	-3	7	97	19	96	0.9	-4
NC(=O)CNC(=O)c1ccc(Cl)cc1
 : 1	-4	-3	25	100	4	102	-0.3	-18
CCCn1nnnc1NC(=O)c1ccc2ccccc2c1
 : -11	18	-9	13	100	0	110	-0.3	5
COc1nc(NC(C)(C)C)nc(Oc2ccc(=O)n(C)n2)n1
 : -4	0	2	-9	100	11	105	0.3	-2
Cc1ccsc1/C=N\NC(=O)CCc1c(C)n[nH]c1C
 : -8	4	-7	-5	117	10	110	1.6	2
CCOC(=O)c1c(N)sc2c1CCS(=O)(=O)C2
 : 7	3	-5	79*	108	15	105	1.6	-10

# An excerpt from above in order of their number in PHOSPHO1 inh, smallest number first.
compound | PHOSPHO1 inh
NC(=O)CNC(=O)c1ccc(Cl)cc1 | 25
Cc1ccc(NC(=O)CC2(CC(=O)O)CCCC2)c(C)c1 | 29
Cc1ccc(S(=O)(=O)N2CCN(Cc3cc(C(C)(C)C)ccc3O)CC2)cc1 | 40

# New compounds follow.
# Each structure is followed by: M18AAP inhibitor	MEKK2mut PB1 HTS	DNA FID counter	PHOSPHO1 inh	MEKK3 PB1 HTS	NALP1 inh	MEKK2 WT-MEK5	OXTR agonist	GPR7 antag
CC(C)COC(=O)N1CC(O)CC1C(=O)O (configuration not stated)
 : -9	-8	-4	-8	85	4	85	-0.3	-1
CCOC(=O)c1cc(C(=O)OCC)c2cc(Br)ccc2n1
 : -5	-7	-2	-11	78	-9	84	-1.4	-19
Cn1c(=O)c2c(nc(CN3CCC(C(N)=O)CC3)n2CCc2ccccc2)n(C)c1=O
 : 7	-5	-6	23	92	-1	93	-0.1	-5
FC(F)(F)c1cc(NCc2cccs2)n2ncnc2n1
 : 7	3	0	7	104	26	102	1.5	4
CCOc1ccc(CCN2CN(CC)CNC2=S)cc1OCC
 : -5	-1	-14	11	100	-10	96	-0.4	-9
COc1ccccc1C1CN(c2ccccc2)N=C1c1cccs1 (configuration not stated)
 : 5	3	-1	15	103	-2	97	-2.1	2
CN(C)C=NC(=O)/C(C#N)=C1\CCc2ccccc2N1
 : 3	0	-4	-3	100	15	105	-0.5	-3
COc1ccccc1C(=O)Nc1nnc(S(=O)(=O)N(C)Cc2ccccc2)s1
 : 1	1	-14	30	100	7	106	1.7	10
CCOC(=O)N1CCN(C(=O)CSc2ncnc3ccccc23)CC1
 : -2	-5	-16	-1	97	21	100	0.3	-1
CCCCOc1ccccc1NC(=O)C=C(C)C
 : 1	7	-4	-6	108	6	105	-1.8	-14
O=C(Nc1cccs1)NC1CCCC1
 : -1	4	3	40	100	-22	99	0.3	-3
COC(=O)C1=C(C)C(c2ccc(OC)cc2)NC(=O)N1 (configuration not stated)
 : 5	-10	-10	-14	98	10	88	1.3	-7
Cc1nc(SC2CC(=O)N(c3ccccc3)C2=O)n[nH]1 (configuration not stated)
 : -5	-11	-10	-38	88	-1	83	7.4	-4
COc1ccc(NC(=O)c2nn(C34CC5CC(CC(C5)C3)C4)cc2[N+](=O)[O-])cc1
 : -16	-3	-12	-4	86	-10	88	-2.9	3
Fc1ccc(CN2CCN(c3ncccn3)CC2)cc1
 : 2	3	4	5	104	-1	106	0.0	-6
COc1ccc(/C=N/NC(=O)c2ccncc2)c(C(=O)O)c1OC
 : -5	2	-2	27	98	/	102	1.2	-16
O=C(O)C1CCCN1C(=O)c1cncc(Br)c1 (configuration not stated)
 : 0	3	2	9	101	0	96	1.0	-11
O=C(CN1CCN(c2ccc(C(F)(F)F)cn2)CC1)NCc1ccc2c(c1)OCO2
 : 7	6	-28	51	102	-3	100	0.8	0
